From PubChem BioAssay
PLC-gamma1 inh – PLC-gamma1 enzyme inhibitors, primary screen, biochemical, fluorescence, purified enzyme. 1-phosphatidylinositol 4,5-bisphosphate phosphodiesterase gamma-1 (Homo sapiens), P19174. fluorogenic substrate. inhibition, % at 12.2 µM. 370,000 compounds, 0.84% hits; in the data active = inhibition above about 9.5%
ADAM17 inh – ADAM17 inhibitors, primary screen, biochemical, QFRET; Disintegrin and metalloproteinase domain-containing protein 17 (Homo sapiens), P78536; recombinant ADAM17, EDANS/DABCYL FRET peptide cleavage; inhibition, % at 6.95 µM; 370,000 compounds, 0.83% hits;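 active = inhibition above the mean of compounds lying between control limits plus 3 SD, set per campaign, cut at about 8.5% in these data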;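 note: 0% = DMSO-only wells as the low control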
Target sequence (P78536 215-824 limits assumed): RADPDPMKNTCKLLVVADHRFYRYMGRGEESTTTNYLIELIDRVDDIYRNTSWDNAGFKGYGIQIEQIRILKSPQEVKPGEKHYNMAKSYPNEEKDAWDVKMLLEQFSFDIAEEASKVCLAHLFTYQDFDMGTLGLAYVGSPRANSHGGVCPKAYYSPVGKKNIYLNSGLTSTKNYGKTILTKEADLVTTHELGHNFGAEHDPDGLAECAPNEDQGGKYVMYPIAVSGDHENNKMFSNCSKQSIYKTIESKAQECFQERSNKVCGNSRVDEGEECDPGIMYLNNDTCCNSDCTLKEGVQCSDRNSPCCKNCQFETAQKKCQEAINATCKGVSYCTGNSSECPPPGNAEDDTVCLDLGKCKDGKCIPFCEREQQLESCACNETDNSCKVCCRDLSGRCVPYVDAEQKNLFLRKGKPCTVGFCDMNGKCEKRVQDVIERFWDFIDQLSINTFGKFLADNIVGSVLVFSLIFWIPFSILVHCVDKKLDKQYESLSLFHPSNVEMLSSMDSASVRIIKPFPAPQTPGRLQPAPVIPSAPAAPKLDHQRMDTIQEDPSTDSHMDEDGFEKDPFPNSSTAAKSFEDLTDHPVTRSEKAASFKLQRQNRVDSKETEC
ASAP1 GAP inh – inhibitors of human ASAP1 ArfGAP activity, primary screen, biochemical, fluorescence polarization; Arf-GAP with SH3 domain, ANK repeat and PH domain-containing protein 1 (Homo sapiens), …; ASAP1-stimulated ARF1 GTP hydrolysis, GDP FP detection; inhibition, % at 16.5 µM; 360,000 compounds, 0.19% hits; in the data active = inhibition above about 25%;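 note: 0% = vehicle with enzyme and substrate and 100% = no enzyme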
proKLK7 act – proKLK7 zymogen activators, primary screen, biochemical, fluorescence intensity. purified proKLK7, EDANS-DABCYL substrate fluorescence; 100% is mature enzyme control, 0% vehicle. AID 652039, 2013. activation, % at 7 µM. 370,000 compounds, 0.9% hits. Kallikrein-7 (Homo sapiens), P49862;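 active = activation above the mean of all tested compounds plus 3 SD, computed per campaign excluding outliers beyond control limits, cut at about 13% in these data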
LEDGF integ inh – blockers of LEDGF/p75-dependent integrase strand transfer – biochemical, TR-FRET, high throughput, primary screen. HIV-1 integrase (with human LEDGF/p75). AID 743269, 2014. TR-FRET IN-LEDGF/p75 DNA integration, Eu/Cy5. 370,000 compounds, 0.64% hits. inhibition, % at 3.7 µM;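 active = inhibition above the screen-wide mean plus 3 SD, cut at about 13% in these data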;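 note: signal is the Cy5 over europium emission ratio at 671 and 618 nm; 0% = plate median of compound wells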
TDP2 absorb – human TDP2 enzyme inhibitors, primary screen, biochemical, epi absorbance, recombinant enzyme. Tyrosyl-DNA phosphodiesterase 2 (Homo sapiens), O95551. T5PNP hydrolysis, p-nitrophenol absorbance 415 nm. inhibition, % at 12.8 µM. 370,000 compounds, 0.34% hits. AID 720702, 2013;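 active = inhibition above the mean of all tested compounds plus 3 SD, set per campaign, cut at about 25% in these data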;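 note: 0% = DMSO with enzyme and 100% = buffer with substrate but no TDP2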
Target sequence (O95551 whole entry, looked up): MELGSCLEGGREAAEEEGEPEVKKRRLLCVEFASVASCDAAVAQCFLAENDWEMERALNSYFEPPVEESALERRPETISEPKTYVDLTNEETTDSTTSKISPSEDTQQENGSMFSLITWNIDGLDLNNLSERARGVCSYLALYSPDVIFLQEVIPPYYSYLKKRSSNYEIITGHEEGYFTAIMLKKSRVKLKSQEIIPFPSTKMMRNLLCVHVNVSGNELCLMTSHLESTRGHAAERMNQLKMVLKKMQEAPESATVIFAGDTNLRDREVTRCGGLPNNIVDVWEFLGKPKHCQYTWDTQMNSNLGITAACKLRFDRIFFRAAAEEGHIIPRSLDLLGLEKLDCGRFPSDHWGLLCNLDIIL
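Test system: Human TDP2 enzyme | Reagent: 5 mM T5PNP | Compound dosing: 12.8 µM single point, 1% DMSO | Incubation: Enzyme reaction with compound for 2 h at 37 °C | Technique: p-Nitrophenol epi absorbance | Read-out: % inhibition relative to enzyme-containing and enzyme-free wells | Benchmarks: High control without enzyme, low control DMSO plus TDP2 | Replicates: Singlicate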
Tn7 DDE FP – inhibitors of Tn7 peptide binding to fibrin DD(E), primary screen, biochemical, fluorescence polarization, human fibrin, Tn7 probe; Fibrinogen beta chain (Homo sapiens), P02675; FP displacement of FITC-Tn7 peptide from fibrin DD(E); 0% = median of compound wells per plate; inhibition, % at 8.3 µM; 370,000 compounds, 0.13% hits; AID 720508, 2013;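 active = inhibition above the mean of compounds falling within the control limits plus 3 SD of them, cut at about 14% in these data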;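 note: 0% = plate median of compound wells and 100% = 10 µM Aha-Tn7 peptide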
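system = human fibrin DD(E) protein | quantity = DD(E) 2 µM final | medium = Tris/NaCl/CaCl2 buffer, pH 7.8 | also added = labelled Tn7 tracer, 0.1 µM | compound dosing = single point at 8.3 µM | timing = compound with protein 10 min, then 3 h after probe, room temperature | signal = FP measurement | benchmarks = Aha-Tn7 high control | repeats = one replicate per compound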
ARFGAP1 inh – inhibitors of rat ARFGAP1 GAP activity, primary screen, biochemical, fluorescence polarization, GDP tracer; ADP-ribosylation factor GTPase-activating protein 1 (Rattus norvegicus), Q62848; Arfgap1-stimulated ARF1 GTP hydrolysis, GDP FP detection; inhibition, % at 16.5 µM; 360,000 compounds, 0.26% hits;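 active = inhibition above a per-plate limit, mean inhibition of low control wells plus 3 SD, cut at about 25% in these data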;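 note: 0% = DMSO wells with enzyme and 100% = wells lacking Arfgap1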
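Assay system: purified rat His6-Arfgap1 residues 1-136 (GAP domain); Reagent: human Δ17 ARF1 bound to GTP; Dosing: 16.5 µM single point, 1.26% DMSO; Times: GTP hydrolysis reaction 2 h at 25 °C; Signal: FP, GDP Alexa 633 tracer displaced from anti-GDP antibody, 620/688 nm; Measure: % inhibition from polarization.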
DDE Tn6 FP inh – inhibitors of Tn6 peptide binding to fibrin DD(E), primary screen, biochemical, fluorescence polarization, human fibrin, Tn6 probe | Fibrinogen beta chain (Homo sapiens), P02675 | inhibition, % at 8.3 µM | AID 720509, 2013 | 370,000 compounds, 0.21% hits | Fibrin DD(E) TRITC-Tn6 fluorescence polarization displacement;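 active = inhibition above a per-campaign cutoff: mean of compounds within control limits plus 3 SD, cut at about 15% in these data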;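 note: 0% = median of all compound wells on the plate and 100% = blocking peptide control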
ADAM10 inh – human ADAM10 inhibitors, primary screen, biochemical, QFRET, HTS | Disintegrin and metalloproteinase domain-containing protein 10 (Homo sapiens), O14672 | recombinant ADAM10, EDANS/DABCYL FRET peptide cleavage, 3 h | inhibition, % at 7 µM | 370,000 compounds, 0.62% hits;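 active = inhibition above a per-campaign cutoff equal to the mean of compounds falling between control-based bounds plus 3 SD, cut at about 20% in these data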;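 note: 0% = DMSO wells while the 100% control is not disclosed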
* hit, by the source's call; / = not tested or not shown; & = joins results of further samples.

SMILES	PLC-gamma1 inh	ADAM17 inh	ASAP1 GAP inh	proKLK7 act	LEDGF integ inh	TDP2 absorb	Tn7 DDE FP	ARFGAP1 inh	DDE Tn6 FP inh	ADAM10 inh
O=C1c2ccc(Oc3cccc([N+](=O)[O-])c3)cc2C(=O)N1c1ccccn1	4	0	20	0.6	3	2	-4	7	-1	2
Cc1cc2ccccn2c1C(=O)c1ccc([N+](=O)[O-])o1	2	0	-14	0.0	-4	7	2	11	0	5
COc1ccc(NC(=O)Cn2c(=O)n(CCC(=O)NCC3CCCO3)c(=O)c3cc(OC)c(OC)cc32)cc1 (stereo unspecified)	1	-6	-5	-0.3	-6	2	2	7	3	-14
CCCC[C@@H]1C(=O)N2N=C(c3ccccc3)c3ccccc3[C@H]2N2N=C(c3ccccc3)c3ccccc3[C@@H]12	-12	-2	/	-2.0	6	3	-2	/	0	-9
Cc1noc(C)c1CSc1nnc2scc(-c3ccc(Cl)cc3)n12	0	0	6	-0.3	2	4	0	-1	0	4
Cc1c(NC(=O)C(C)OC(=O)CNC(=O)c2ccc(C(C)(C)C)cc2)c(=O)n(-c2ccccc2)n1C (stereo unspecified)	-1	-2	-3	0.0	0	-9	4	6	-1	-11
CCOc1ccc(C(Nc2ccc(C)cc2)P2(=O)OCCCO2)cc1 (stereo unspecified)	3	-4	-19	1.4	1	8	3	1	1	4
CSc1nccc(NC(=O)c2ccc(C(C)(C)C)cc2)n1	7	8	5	0.5	3	-12	-1	12	3	11
CCN(CC)C(=O)CC[C@H]1CC[C@]2(CCCN(Cc3ccccn3)C2)O1	0	2	/	-0.2	4	2	6	/	5	-1
CCOc1ccc(OCC)c(NC(=O)C2COc3ccccc3O2)c1 (stereo unspecified)	1	0	1	0.2	-1	-8	0	4	1	-5
Cc1ccc(N(C(=O)Cc2cccs2)C(C(=O)NC2CCCCC2)c2ccccn2)cc1C (stereo unspecified)	-2	3	-5	0.4	1	6	-6	9	8	3
C=CCn1c(Cc2csc(N)n2)nnc1SCc1ccc(C(=O)OC)cc1	-2	-2	0	0.3	-2	-9	2	-2	2	5
CC(C)NC(=O)C1(C)CSCC(=O)N1CCCN1CCOCC1 (stereo unspecified)	-3	-4	-6	0.1	-1	7	-6	-4	-12	-6
O=C(COC(=O)C1CCN(S(=O)(=O)c2cc([N+](=O)[O-])ccc2Cl)CC1)Nc1ncc(Cl)cc1Cl	-1	-3	0	0.5	2	-1	1	-3	-2	4
Cc1nc2ccccc2c(C)c1CC(=O)N(CC(C)C)c1c(N)n(Cc2ccccc2)c(=O)[nH]c1=O	-6	-3	-9	-0.3	-4	8	0	-4	0	0
COc1cc(/C=C/C(=O)Nc2ccc3[nH]c(=O)[nH]c3c2)cc(OC)c1OC	-17	-15	-2	0.9	-3	2	1	3	-8	-36
C[C@H](CCC(=O)O)[C@H]1CC[C@H]2[C@@H]3[C@H](O)C[C@@H]4C[C@H](O)CC[C@]4(C)[C@H]3C[C@H](O)[C@]12C	0&3&3	-2&-4&-3	-1&12&-3	0.1&-0.2&-0.9	1&-2&-1	-7&4&-1	-1&9&2	-10&8&-6	4&6&3	-3&-10&-16
CCCCc1nc2cc(C(=O)N(C)CCc3cn[nH]c3)ccc2o1	0	-2	6	0.6	4	4	-1	5	-1	1
CN(c1ccc(C(=O)Nc2ccc3c(c2)OCCO3)cc1)S(C)(=O)=O	6	9.4*	-3	-0.3	8	-11	-1	-3	-1	10
CC(C)(C)C(=O)NNC(=O)COc1ccc2ccccc2c1Br	-2	-5	-4	-0.4	-2	15	0	-10	5	1

The last two records of the part above are carried over, then new ones follow.
SMILES	PLC-gamma1 inh	ADAM17 inh	ASAP1 GAP inh	proKLK7 act	LEDGF integ inh	TDP2 absorb	Tn7 DDE FP	ARFGAP1 inh	DDE Tn6 FP inh	ADAM10 inh
CN(c1ccc(C(=O)Nc2ccc3c(c2)OCCO3)cc1)S(C)(=O)=O	6	9.4*	-3	-0.3	8	-11	-1	-3	-1	10
CC(C)(C)C(=O)NNC(=O)COc1ccc2ccccc2c1Br	-2	-5	-4	-0.4	-2	15	0	-10	5	1
CC(=O)c1c(C)[nH]c(C(=O)COc2cc(C)cc(C)c2)c1C	4	-7	12	-0.6	2	-8	1	3	3	-6
COc1ccccc1NC(=O)CCSc1nnnn1C	2	0	3	-0.4	1	6	2	-4	11	5
CCN1CCN(Cc2ccc(NC(=O)c3ccc(C)c(NC(=O)c4cccc5[nH]ccc45)c3)cc2C(F)(F)F)CC1	-102&-35	-101&0	9&-1	1.2&-1.2	0&3	-2&-6	-4&-11	6&3	-2&-6	-391&-24
COc1ccc(CCNC(=O)C2CCC(CNc3c(N4CCCC4)c(=O)c3=O)CC2)cc1OC (stereo unspecified)	3	-3	-4	0.7	3	5	4	-8	-6	1
CC(C)S(=O)(=O)c1csc(NC(=O)Nc2cccc([N+](=O)[O-])c2)c1Cl	-2	-1	4	0.4	-6	-8	-1	8	-10	-5
COc1ccc(NC(=O)c2cccs2)cc1OC	-1	-7	-11	0.7	-3	10	9	5	-6	5
CC(=O)N1c2c(cc(Br)cc2S(=O)(=O)Nc2c(C)n(C)n(-c3ccccc3)c2=O)CC1C (stereo unspecified)	0	0	-6	0.8	1	3	-4	-1	-8	2
COc1cc(Cl)c(C)cc1NC(=O)CN(C)C1CCS(=O)(=O)C1 (stereo unspecified)	6	1	-2	0.3	-4	2	6	4	5	-15
Cn1c(C(=O)N2CCCC(C(=O)NCCc3ccccc3)C2)cc2sccc21 (stereo unspecified)	3	0	7	0.7	0	10	0	-10	3	6
CCOC(=O)C(C(=O)OCC)[C@@H]1CS(=O)(=O)C[C@H]1C(C(=O)OCC)C(=O)OCC	5	1	8	0.2	2	5	-7	0	5	1
COc1ccccc1-c1ccc([C@@H]2C[C@H]3[C@H](CON3C)CN2C(=O)c2ccco2)cc1	0	-6	-21	0.8	-5	3	1	9	0	-15
O=C(CCC(=O)c1ccc(F)cc1)Nc1cccc(S(=O)(=O)Nc2cccc(Cl)c2)c1	-2	6	5	0.4	0	8	1	16	5	15
COn1c(-c2ccccc2)nc2ncccc21	-6	-19	-14	0.2	1	6	8	2	4	-32
CC(COc1ccccc1)N1CCC(CO)(Cc2ccccc2)CC1 (stereo unspecified)	1	-3	-4	0.1	-1	-1	-1	6	4	-12
CCn1cnc2sc(C(=O)Oc3ccc(Br)cc3)c(C)c2c1=O	5	1	4	-0.2	3	-15	-4	6	4	0
CCOC(=O)C1=CC[C@@H](c2ccccc2)N(S(=O)(=O)c2ccc(C)cc2)[C@H]1C	-3	-1	-1	0.6	-4	4	3	-2	0	-10
COc1cc(S(=O)(=O)N2CCN(C(=O)c3ccccc3F)CC2)c(OC)cc1NC(C)=O	-1	-3	-6	-0.2	-4	-2	4	-6	7	-7
Cc1cc(C)cc(C(=O)NCC(=O)OCC(=O)N2CCCCC2)c1	1	-2	2	-0.2	-7	-2	0	2	6	-10
CCCCN(CCCC)S(=O)(=O)c1ccc(N2CCCC2=O)c([N+](=O)[O-])c1	-3	-4	-1	0.2	-2	19	-4	-12	-1	-4
O=C(COc1ccc(Br)cc1Br)NN1C(=O)c2ccccc2C1=O	5	2	4	-0.3	5	-15	-5	-4	0	13
CCN(CC)C(=O)Cn1cc(S(=O)(=O)CC(=O)NCCc2ccccc2)c2ccccc21	-24	-3	19	0.1	1	5	-1	3	-3	-6
COCCn1cnnc1SCC(=O)Nc1ccc(Br)cc1F	7	-2	3	0.5	1	2	6	-2	4	7
COc1cccc(/C=N/Nc2ncnc3scc(-c4ccccc4)c23)c1OC	1	2	-7	-0.5	1	-12	-2	-2	5	6
COc1ccc(NC(=O)CSc2nc3sc(C)cc3c(=O)n2C)c(OC)c1	0	-4	-7	0.0	-11	2	6	6	3	-13
Cc1ccc(C(=O)NCCCN2CCOCC2)cc1Cl	0	-1	2	0.1	-5	-12	3	2	6	-1
FC(F)(F)c1nnc(Nc2ccc(Cl)cc2)s1	1	4	1	-0.2	6	-20	-11	9	0	4
COc1ccc(C2CC(c3cccs3)=NN2C(=O)CCCC(=O)O)cc1OC (stereo unspecified)	0	0	-2	0.8	1	-2	0	-2	3	-15
Cn1nc(-c2ccc(C(=O)NCC3CCCO3)cc2)c2ccccc2c1=O (stereo unspecified)	1	-4	3	-0.1	-3	-2	4	0	0	0
O=C(CSc1ccc([N+](=O)[O-])cn1)Nc1ccc(N2CCOCC2)c(Cl)c1	-2	-2	2	0.8	-3	0	0	0	-1	-9
COc1ccc(Cc2nn[nH]n2)cc1	-3	1	-3	-0.4	1	-7	6	-6	8	-2
COc1cc(OC)c(OC)cc1CN1CCCC(C(=O)c2ccc3c(c2)OCO3)C1 (stereo unspecified)	-1	-4	8	0.6	0	4	-2	-8	-3	-16
S=C1CC2CCCC(C2)N1 (stereo unspecified)	5	-4	10	-0.7	-6	-4	1	4	0	-15
C[C@H](NC(=O)/C=C/[C@H]1O[C@@H](n2ccc(=O)[nH]c2=O)[C@H](O)[C@@H]1O)C(=O)O	1	-3	1	0.9	2	9	-5	-5	0	-1
O=C(O)CSc1nc2ccccc2n1C1CCCCC1	-3	0	-10	0.1	1	9	-7	15	8	-2
COc1cccc(CNc2nc3cc(-c4csc5ccccc45)sc3c(=O)n2C)c1	-4	-1	11	-3.3	1	-15	4	3	-4	-12
